XIAP displacement: small molecules displacing peptide from XIAP – biochemical, IAP family, fluorescence polarization (AID 1018); XIAP BIR domain, fluorescence polarization peptide displacement; higher % means a stronger effect; one-dose displacement, % at 20 µM; IC50 in µM for titrated hits; 200,000 tested, 0.007% active; in the data active = displacement above about 50%; also: a part of the inactive calls stands beside numbers as strong as those of hits
TNAP activators: stimulation of alkaline phosphatase TNAP activity – biochemical, luminescent, no phosphate acceptor, uHTS, primary screen (AID 1001) | purified TNAP, luminescent activation assay, no phosphate acceptor; higher activation fold means a stronger effect | one-dose activation fold at 20 µM; EC50 in µM for titrated hits | 200,000 tested, 0.03% active; in the data active = activation fold from about 3, or a potency from the dose series; inactive = the rest, 99 in 100 with activation fold below about 1.6; also: many of its hits are not listed in these tables
KOR beta-arrestin-1: kappa opioid receptor blockers – cell-based, luminescence, uHTS (AID 1778). KOR beta-arrestin recruitment, luminescence, antagonist mode; higher % means a stronger effect. 290,000 tested, 0.091% active. inhibition, % at 10 µM, or IC50 in µM where a hit was titrated; also: strong numbers were not always called active
human PMI inhibition: MPI enzyme activity inhibition – biochemical, fluorescence intensity, coupled assay, primary screen (AID 1209) | purified PMI enzyme, coupled fluorescence intensity; higher % means a stronger effect | inhibition, % at 20 µM, or IC50 in µM where a hit was titrated | 190,000 tested, 0.42% active;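 also: plate controls were DMSO vehicle for no effect and wells lacking substrate for full effect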
human PMI inhibitors: MPI inhibition at elevated mannose 6-phosphate – biochemical, fluorescence intensity, high mannose 6-phosphate, primary screen (AID 1220); recombinant PMI enzyme, coupled fluorescence intensity; higher % means a stronger effect; inhibition, % at 20 µM; hits with a dose series show IC50 in µM; 190,000 tested, 0.66% active
LYP phosphatase: PTPN22 lymphoid phosphatase activity blockers – biochemical, fluorescence intensity, uHTS (AID 1779); recombinant LYP phosphatase, fluorescence intensity; higher % means a stronger effect; one-dose inhibition, % at 11.5 µM; IC50 in µM for titrated hits; 290,000 tested, 0.054% active;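 also: plate controls were vehicle with enzyme for no effect and no enzyme for full effect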
NOD1 NF-kB reporter: NOD1 signaling inhibitors, primary screen, cell-based, luminescence, uHTS (AID 1578). NOD1-driven NF-kB luciferase reporter cells, luminescence; higher % means a stronger effect. inhibition, % at 4 µM; hits with a dose series show EC50 in µM. 290,000 tested, 1% active; in the data active = inhibition mostly above about 36%, no sharp cut-off; inactive = mostly below about 34%;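 also: HEK-293T reporter cells stimulated with the NOD1 agonist gamma-tri-DAP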
NOD2 inhibition: NOD2 signaling inhibitors, cell-based, luminescence, uHTS, HEK293 (AID 1566) | 290,000 tested, 0.63% active | HEK293 NOD2/NF-kB luciferase reporter, luminescence; higher % means a stronger effect | inhibition, % at 4 µM, or EC50 in µM where a hit was titrated; also: many of its hits are not listed in these tables
KOR beta-arrestin-2: KOR agonists, beta-arrestin recruitment, primary screen, cell-based, luminescence, uHTS (AID 1777). KOR beta-arrestin recruitment, luminescence; higher % means a stronger effect. activation, % at 10 µM; hits with a dose series show EC50 in µM. 280,000 tested, 0.02% active; in the data active = activation above about 50%, passing the limit was not always enough; also: a part of the inactive calls stands beside numbers as strong as those of hits
Active calls of the source: *; · = no result given; & = joins results of further samples; [ ] = remark or other dose. Rule as the data show it, unless noted: active = inhibition above about 50%; inactive = the rest. An excerpt (hit frequency here may not be typical).

SMILES	XIAP displacement	TNAP activators	KOR beta-arrestin-1	human PMI inhibition	human PMI inhibitors	LYP phosphatase	NOD1 NF-kB reporter	NOD2 inhibition	KOR beta-arrestin-2
C[C@@]12C(=O)N(CC3CC3)CC(=O)N1[C@H](C1CC1)[C@@H]1C(=O)N(c3ccccc3)C(=O)[C@@H]12	·	·	-23.7%[20 µM]	·	·	-10.5%	-13.9%	-1.0%	-2.3%
O=C(Nc1ccc2c(c1)OCO2)C1Cc2ccccc2CN1S(=O)(=O)c1cccs1 (configuration not stated)	-1.4%	1	-11.7%	7.8%	6.6%	-1.0%	-38.2%	20.8%	5.6%
O=C(Cn1cnc2ccccc21)Nc1cc(C(F)(F)F)ccc1N1CCOCC1	-4.5%	1	·	0.9%	4.0%	-1.8%	3.8%	18.5%	·
Cc1cc(C(F)F)nn1CC(=O)NCc1ccccc1F	-12.9%	1.1	7.1%	5.6%	11.3%	-5.4%	12.5%	17.2%	-3.9%
O=C1CC(c2ccccc2)CC(=O)C1=CN1CCCC1 (configuration not stated)	·	·	28.9%	·	·	-5.5%	0.0%	1.7%	-0.4%
COC(c1ccccc1)c1nnc(CCC(=O)N2CCN(C3CCCC3)CC2)o1 (configuration not stated)	·	·	8.6%	·	·	-1.0%	-30.5%	-14.5%	4.6%
S=C1NC(C23CC4CC(CC(C4)C2)C3)=CC(c2ccc3c(c2)OCO3)N1 (configuration not stated)	-3.1%	1	16.1%	-14.3%	-13.2%	-5.9%	-25.1%	-19.4%	-6.8%
COc1cc(/C=N/NC(=O)C(=O)NCc2ccco2)ccc1O	-1.6%	1.1	6.0%	3.7%	-2.8%	-2.3%	2.6%	23.9%	-7.3%
C=C1CC(C(=O)N/N=C/c2ccccc2)C1	-5.1%	1.1	-21.0%	-7.9%	-9.3%	-5.2%	-45.4%	-13.6%	4.4%
Cc1cc(C)c2c3c(sc2n1)C(=O)N(Cc1ccccc1)CC(=O)N3	1.2%	1.3	8.7%	-7.4%	-6.3%	-5.6%	-14.0%	12.4%	-8.8%
Cc1cccc(C(=O)Nc2ccccc2-c2nnn(CC(=O)Nc3ccc4c(c3)OCCO4)n2)c1	-3.9%	1.1	-37.5%	1.7%	4.2%	0.1%	0.4%	13.1%	2.8%
C=CCn1c(=O)c2ccccc2n2c(SCc3nc(N)nc(Nc4ccccc4C)n3)nnc12	-6.8%	0.9	-11.9%	-9.8%	-12.6%	-5.2%	-21.7%	4.1%	2.7%
CNC(=O)CN(C1CCCCC1)S(=O)(=O)c1ccc(OC)c(Cl)c1	1.9%	1.2	31.6%	-1.0%	-5.8%	-4.2%	-7.8%	10.1%	-1.4%
CC(C)(C)OC(=O)NCCCCCc1nnc(SCc2cccc(F)c2)o1	·	·	-18.9%	·	·	-4.5%	3.5%	13.5%	2.7%
Nc1nc(SCC(=O)C23CC4CC(CC(C4)C2)C3)n[nH]1	-1.4%	1.1	-1.1%	3.1%	3.2%	-2.4%	-7.4%	7.4%	-2.5%
CCN(CC(=O)NCc1ccc(Cl)cc1)C(=O)c1cc(OC)cc(OC)c1	·	·	-49.9%	·	·	-4.5%	1.3%	-20.6%	7.6%
O=C1CCCN1c1ncc(S(=O)(=O)c2ccc([N+](=O)[O-])cc2)s1	-5.1%	1.1	-0.3%	-0.4%	8.8%	0.8%	-30.9%	-14.0%	2.7%
COc1cccc(C2NC(=O)c3sc(=S)n(-c4ccccc4)c3N2)c1 (configuration not stated)	-3.4%	1.1	-38.6%	-10.4%	-13.5%	1.1%	5.6%	23.0%	0.1%
Cc1ccc(-n2nnnc2SCC(=O)N2CCc3ccccc3C2)c(C)c1	-9.0%	1	-31.7%	13.9%	4.3%	-1.3%	-36.6%	-3.3%	4.8%
Cc1nn(C)c(C)c1NC(=S)Nc1ccc(S(=O)(=O)Nc2ncccn2)cc1	·	·	-0.2%	·	·	-8.2%	-19.1%	-1.5%	7.6%
O=C(CN1CCCC1=O)NC1(C(F)(F)F)NC(=O)N(Cc2ccccc2)C1=O (configuration not stated)	-8.8%	1	20.5%	1.4%	-0.8%	-1.8%	-22.8%	-6.9%	2.2%
CCn1c2ccccc2c2cc(NC(=O)c3ccco3)ccc21	-4.0%	1.1	-16.5%	18.9%	18.4%	-2.7%	-27.6%	-18.0%	-1.3%
Cc1cc(NC(=O)CSc2nnc(-c3cccs3)n2N)no1	-6.3%	1	-13.4%	2.4%	-2.6%	-0.9%	43.1%	11.7%	6.0%
CNC(=O)c1ccsc1NC(=O)c1ccc(S(=O)(=O)N2CCc3ccccc32)cc1	-8.3%	1	-4.2%	3.6%	1.0%	7.9%	-29.1%	4.2%	1.3%
CCN(C(=O)CSc1nnc(-c2c[nH]c3ccccc23)o1)C1CCS(=O)(=O)C1 (configuration not stated)	-3.9%	1.1	2.5%	1.5%	4.2%	-1.0%	-14.5%	10.0%	-2.0%
COc1cccc(CN(C(=O)c2ccccc2Br)C2CCS(=O)(=O)C2)c1 (configuration not stated)	·	·	-24.1%	·	·	-10.3%	-9.4%	10.9%	-2.0%
OCc1cc(Br)ccc1OCc1nc2ccccc2s1	·	·	-19.4%	·	·	-10.2%	-32.6%	-127.9%	2.6%
CC(C)c1ccc(NC(=O)C(c2ccccc2)N(Cc2ccco2)C(=O)CC2NC(=O)NC2=O)cc1 (configuration not stated)	-3.8%	1	13.3%	19.2%	12.1%	2.2%	-18.5%	3.3%	-2.5%
CN(C)S(=O)(=O)c1cccc(NC(=O)CN2C(=O)NC(Cc3c[nH]c4ccccc34)C2=O)c1 (configuration not stated)	-7.1%	1.1	2.6%[20 µM]	19.2%	6.1%	-2.8%	-42.3%	-1.4%	-0.3%
Cc1oc(S(=O)(=O)N(C)C)cc1C(=O)Nc1ccc(F)cc1	·	·	-9.3%	·	·	-0.1%	-14.9%	-8.7%	-5.3%
CC(C)CCNC(=O)CCSCCC(=O)NCCC(C)C	-5.1%	1.1	21.6%	-9.1%	-4.4%	-9.8%	5.0%	18.6%	-0.7%
Cc1cccc(C)c1NC(=S)N(Cc1cccnc1)Cc1ccccc1Cl	-7.4%	1	-36.1%	11.9%	21.0%	-3.0%	-1.8%	-3.6%	3.1%
CC(C)c1nnc(NC(=O)COc2ccc3c(c2)OCO3)s1	·	·	-33.6%	·	·	-7.4%	-35.8%	-65.2%	-2.1%
CCOC(=O)N1CCN(Cc2ccc(OCC(O)CN3CCCCC3)cc2)CC1 (configuration not stated)	·	·	-14.2%[20 µM]	·	·	-9.5%	-23.9%	2.2%	-3.3%
COc1ccccc1CNC(=O)c1ccc(NC2=NC3CS(=O)(=O)CC3S2)cc1 (configuration not stated)	·	·	-6.5%	·	·	-9.9%	-15.2%	5.2%	0.5%
CSc1ccccc1C(=O)Nc1cccc(C(C)O)c1 (configuration not stated)	-3.3%	1.1	-4.6%	1.3%	-3.9%	-7.2%	-16.6%	-3.8%	4.6%
CCOC(=O)C(=O)N=Nc1c(O)n(C)c2ccccc12	-5.7%	1	-15.7%	5.5%	3.1%	-0.3%	-29.4%	4.8%	1.8%
COc1ccc(-c2nnn(CC(=O)c3ccccc3)n2)cc1OC	-6.5%	1.1	3.7%	-4.6%	2.8%	-1.2%	-8.9%	7.7%	-10.5%
Cc1cc(C2=NNC(=NCCc3ccccc3)SC2)c(C)n1-c1c(C)n(C)n(-c2ccccc2)c1=O	·	·	18.4%	·	·	0.4%	15.3%	-8.9%	5.6%
CCCNC(=O)COC(=O)/C(C#N)=C/c1cc(C)n(CCC)c1C	-7.4%	1	4.3%	-0.2%	3.4%	0.0%	-40.1%	-1.2%	-5.9%
CCOCCCNC(=O)Cc1ccc(F)cc1	1.3%	1.1	7.2%	-7.1%	-1.9%	-6.3%	-28.5%	5.4%	0.7%
O=C(c1ccc(Cl)c([N+](=O)[O-])c1)N(Cc1ccco1)C1CCS(=O)(=O)C1 (configuration not stated)	·	·	-25.7%	·	·	-7.9%	-26.2%	-6.8%	-0.1%
O=C(O)c1ccccc1-c1ccccc1C(=O)Nc1ccc(-c2nc3cc(Cl)ccc3o2)cc1	·	·	-6.7%	·	·	3.0%	-5.6%	-29.1%	0.2%
CC(=O)/C=C(/C)NC(Cc1c[nH]c2ccccc12)C(=O)O (configuration not stated)	-0.3%&2.0%	1.1&1.1	-18.8%&19.7%	0.5%&1.5%	9.6%&4.3%	-2.7%&-7.8%	-16.7%&-24.4%	14.5%&-8.9%	-0.7%&-6.7%
CCn1cnc2sc(C(=O)N3CCN(c4ccc(OC)cc4)CC3)c(C)c2c1=O	-1.3%	1	-24.6%	2.1%	44.1%	-4.1%	1.8%	-0.9%	3.3%
Nc1nnnn1N=C1CCCCC1	-1.8%	1.1	12.2%	-4.9%	-2.8%	-11.6%	-0.1%	23.7%	-4.2%
NNC(=O)c1nn(-c2ccccc2)cc1O	-7.9%	1.1	7.8%	-11.8%	23.7%	-4.3%	-21.5%	-12.3%	-2.0%
O=[N+]([O-])c1cccc(Cl)c1N1CCOCC1	-4.1%	1.1	-5.2%	-9.4%	-4.6%	-1.7%	0.9%	14.3%	6.7%
CCOC(=O)c1c(-c2ccc(F)cc2)csc1NC(=O)CCN1C(=O)c2ccccc2C1=O	-2.1%	1	-37.1%	5.0%	8.9%	12.6%	20.1%	20.9%	-0.7%
CC(O)CNc1nc2c(c(=O)n(C)c(=O)n2C)n1Cc1cccc(Br)c1 (configuration not stated)	-4.5%	1	6.3%	-6.7%	-7.5%	1.1%	24.8%	24.7%	-1.5%
Cc1ccccc1NC(=O)c1cccc(N2C(=O)C3C4CC(C(Br)C4Br)C3C2=O)c1 (configuration not stated)	·	·	-28.5%	·	·	-4.3%	-37.2%	-1.4%	1.3%
CCCCCCC#Cc1cncc(C(=O)NNC(=O)Nc2cc(Cl)cc(Cl)c2)c1	·	·	21.7%	·	·	6.3%	4.0%	28.5%	-1.6%
COc1ccc(OC)c(S(=O)(=O)N2CCN(C(=O)CCc3ccccc3)CC2)c1	·	·	-38.0%	·	·	-7.5%	5.7%	6.1%	8.1%

A different layout for part of the listing above:
structure | XIAP displacement | TNAP activators | KOR beta-arrestin-1 | human PMI inhibition | human PMI inhibitors | LYP phosphatase | NOD1 NF-kB reporter | NOD2 inhibition | KOR beta-arrestin-2
COc1cccc(CN(C(=O)c2ccccc2Br)C2CCS(=O)(=O)C2)c1 (configuration not stated) | · | · | -24.1% | · | · | -10.3% | -9.4% | 10.9% | -2.0%
OCc1cc(Br)ccc1OCc1nc2ccccc2s1 | · | · | -19.4% | · | · | -10.2% | -32.6% | -127.9% | 2.6%

5 entries already listed, sorted by the number in NOD2 inhibition, smallest number first:
SMILES	XIAP displacement	TNAP activators	KOR beta-arrestin-1	human PMI inhibition	human PMI inhibitors	LYP phosphatase	NOD1 NF-kB reporter	NOD2 inhibition	KOR beta-arrestin-2
NNC(=O)c1nn(-c2ccccc2)cc1O	-7.9%	1.1	7.8%	-11.8%	23.7%	-4.3%	-21.5%	-12.3%	-2.0%
COc1ccc(OC)c(S(=O)(=O)N2CCN(C(=O)CCc3ccccc3)CC2)c1	·	·	-38.0%	·	·	-7.5%	5.7%	6.1%	8.1%
CCOC(=O)c1c(-c2ccc(F)cc2)csc1NC(=O)CCN1C(=O)c2ccccc2C1=O	-2.1%	1	-37.1%	5.0%	8.9%	12.6%	20.1%	20.9%	-0.7%
Nc1nnnn1N=C1CCCCC1	-1.8%	1.1	12.2%	-4.9%	-2.8%	-11.6%	-0.1%	23.7%	-4.2%
CC(O)CNc1nc2c(c(=O)n(C)c(=O)n2C)n1Cc1cccc(Br)c1 (configuration not stated)	-4.5%	1	6.3%	-6.7%	-7.5%	1.1%	24.8%	24.7%	-1.5%
